High-throughput results from PubChem.
Ecoli viability = reduces bacterial viability in AddAB counter-screen; E. coli V3065 growth, OD600 absorbance, 18 h; inhibition, % at 11.9 µM; 330,000 tested, 0.27% active;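 active = inhibition above the campaign's mean inhibition across all tested compounds plus 3 SD, cut at about 9.9% in these data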;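 note: uninfected addAB+ strain grown without phage in ampicillin broth; 0% = DMSO wells and 100% = ciprofloxacin 0.95 µg/ml wells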
AddAB inh = less growth of phage-infected E. coli with AddAB; 330,000 tested, 0.29% active; inhibition, % at 11.9 µM; E. coli expressing H. pylori AddAB, absorbance growth; in the data active = inhibition above about 12%;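 note: 0% = vehicle wells of infected cells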
Tat transport = inhibitors of E. coli Tat protein transport. E. coli MC4100 TorA-mCherry Tat export, fluorescence. AID 488895. inhibition, % at 10 µM. 340,000 tested, 0.036% active;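 active = mean replicate inhibition at least 50% and at least half of replicates individually reaching 50%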;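 note: exported cargo escapes ClpAP degradation while cytoplasmic cargo is degraded and loses fluorescence; 0% = median of neutral control wells and 100% = median of NaSCN control wells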
HTR5A inv ctr = inverse agonist of human HTR5A in OPRM1-OPRD1 counter-screen; AID 504634; 340,000 tested, 0.083% active; inhibition, % at 9.3 µM; HTR5A cell line, luminescence, inverse agonism; in the data active = inhibition mostly above about 23%, no sharp cut-off; inactive = mostly below about 18%;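 note: 0% = cells with DMSO and 100% = no-cell wells with DMSO; some compounds called inactive have numbers as strong as hits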
Target sequence (P47898 whole entry, looked up): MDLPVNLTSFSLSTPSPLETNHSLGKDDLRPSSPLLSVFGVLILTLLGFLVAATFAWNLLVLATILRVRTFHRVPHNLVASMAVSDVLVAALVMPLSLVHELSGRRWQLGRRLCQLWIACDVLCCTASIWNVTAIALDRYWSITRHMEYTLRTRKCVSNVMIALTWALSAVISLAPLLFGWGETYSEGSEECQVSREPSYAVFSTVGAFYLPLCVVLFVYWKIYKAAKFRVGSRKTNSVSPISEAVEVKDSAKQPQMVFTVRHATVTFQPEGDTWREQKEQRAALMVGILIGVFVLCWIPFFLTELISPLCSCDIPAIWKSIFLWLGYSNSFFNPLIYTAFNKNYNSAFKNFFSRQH
PKA-R2B act = activators of human PKA-R2B complex | activation, % at 11.4 µM | P22694+P31323 | PKA-R2B holoenzyme dissociation, Cy5-IP20 fluorescence polarization; R2B truncated from residue 108, S112A mutant; 0% DMSO only, 100% 113 µM cGMP | AID 504700 | 340,000 tested, 0.079% active;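 active = activation above a cutoff set at the mean over all compounds plus 3 SD, cut at about 18% in these data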;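 note: higher means more holoenzyme dissociation and a rise in polarization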
PKA-R1A act = activates the PKA-R1A holoenzyme complex | P00514+P68181 | PKA-R1A dissociation, Cy5-IP20 fluorescence polarization; scaled: DMSO 0%, 113 µM cGMP 100% | activation, % at 11.4 µM | 340,000 tested, 0.083% active | AID 504707;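 active = percent activation above the mean of all tested compounds plus 3 SD, cut at about 19% in these data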;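 note: higher means more PKAc released from R1A so a rise in polarization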
Mot1-301 SUMO = SUMOylation pathway inhibition by Mot1-301 growth rescue. S. cerevisiae Mot1-301 growth rescue, ATP luminescence, 38.5C; percent above DMSO median, 100 means doubled. growth rescue, % at 18.8 µM. 320,000 tested, 1% active. AID 2716;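 active = every valid replicate shows activation above 250% relative to neutral control wells; inactive = the rest, any valid replicate at or below 250%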;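 note: OY570 slx delta 5 strain wells were the positive control but not used for scaling; some compounds called inactive have numbers as strong as hits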
DAGLB inhibitor = diacylglycerol lipase beta (human) inhibition; Q8NCG7; HEK293T DAGLB membrane lysate, EnzChek fluorogenic substrate; inhibition, % at 5.17 µM; 340,000 tested, 0.059% active; in the data active = inhibition above about 34%;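 note: 0% = enzyme with vehicle and 100% = wells lacking enzyme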
Target sequence (Q8NCG7 whole entry, looked up): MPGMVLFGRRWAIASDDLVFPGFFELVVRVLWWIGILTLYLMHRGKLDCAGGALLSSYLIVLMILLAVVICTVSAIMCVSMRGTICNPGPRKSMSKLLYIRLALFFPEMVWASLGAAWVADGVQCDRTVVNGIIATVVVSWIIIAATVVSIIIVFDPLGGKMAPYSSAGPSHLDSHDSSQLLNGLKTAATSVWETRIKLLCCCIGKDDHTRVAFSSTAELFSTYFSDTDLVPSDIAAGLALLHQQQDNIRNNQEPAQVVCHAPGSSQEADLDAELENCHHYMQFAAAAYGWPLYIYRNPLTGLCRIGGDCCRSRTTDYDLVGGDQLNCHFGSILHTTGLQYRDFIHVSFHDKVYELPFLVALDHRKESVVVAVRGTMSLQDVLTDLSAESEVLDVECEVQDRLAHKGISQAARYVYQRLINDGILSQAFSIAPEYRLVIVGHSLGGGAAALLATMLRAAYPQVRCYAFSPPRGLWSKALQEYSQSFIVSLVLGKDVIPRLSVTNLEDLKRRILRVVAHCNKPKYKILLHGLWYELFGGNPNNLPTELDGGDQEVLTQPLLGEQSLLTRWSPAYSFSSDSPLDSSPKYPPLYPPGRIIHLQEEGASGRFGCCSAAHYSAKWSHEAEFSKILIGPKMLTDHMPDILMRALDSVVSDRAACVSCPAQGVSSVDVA
phage Ecoli inh = E. coli growth loss with phage present; 360,000 tested, 0.26% active; growth absorbance; inhibition, % at 11.9 µM; in the data active = inhibition above about 11%
HTR5A ag ctr = HTR5A agonism, opioid heterodimer counter-screen | activation, % at 9.3 µM | HTR5A agonist assay, luminescence, cell-based | AID 504692 | P47898 | 340,000 tested, 0.61% active; in the data active = activation mostly above about 9.5%, no sharp cut-off; inactive = mostly below about 7.6%;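 note: 0% = cells with vehicle only and 100% = reference agonist; strong numbers were not always called active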
CDK5 inh = inhibitors of human CDK5/p35 kinase | AID 488839 | inhibition, % at 10 µM | Recombinant CDK5/p35, ADP-Glo luminescence, 60 min | 330,000 tested, 0.01% active;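 active = highest replicate inhibition of at least 50% and at least 75% of replicates reaching 50%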;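 note: plate controls were DMSO neutral control for no effect and GW8510 at 10 µM for full effect; many of its hits are not listed in these tables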
Starred values were filed as active, the others as inactive; / = no result given.

SMILES | Ecoli viability | AddAB inh | Tat transport | HTR5A inv ctr | PKA-R2B act | PKA-R1A act | Mot1-301 SUMO | DAGLB inhibitor | phage Ecoli inh | HTR5A ag ctr | CDK5 inh
COc1ccc(N2CCN(c3ncnc4c3cnn4-c3ccc(C)cc3C)CC2)cc1 | 0.9 | 2.0 | 4 | -15 | 1 | 0 | -10 | 2 | -0.1 | 4 | 0.7
O=C(NCc1ccccc1Cl)C(=O)NCC1CCCN1S(=O)(=O)c1cccs1 (stereo not drawn) | 0.3 | 0.4 | 0 | 10 | -16 | 6 | 454* | 1 | 3.8 | -4 | -0.8
COc1ccc(Cl)cc1NC(=O)NCCN1CCCCC1 | -0.2 | 0.2 | 2 | -3 | 4 | 5 | 10 | 2 | 1.1 | 1 | 1.2
CCCc1nc2nc(C)c(NS(=O)(=O)c3ccc(C(C)(C)C)cc3)c(=O)n2[nH]1 | -2.3 | 2.2 | -7 | -20 | 4 | -1 | -19 | 1 | 1.7 | 7 | -1.6
COc1cc(/C=N/N2C(=O)c3ccccc3NC2(C)c2cccc([N+](=O)[O-])c2)cc(Br)c1O (stereo not drawn) | 0.7 | -1.6 | 19 | -4 | 10 | 1 | 150 | -5 | 2.6 | 1 | -1.5
COc1ccc(C(=O)OCC(=O)c2ccc(S(=O)(=O)N3CCCCC3)cc2)c(OC)c1 | / | / | 0 | 4 | -2 | -3 | / | 1 | 1.8 | 1 | 0.1
Cc1cc(C)cc(C(=O)NC(=S)Nc2cccnc2)c1 | 1.1 | 4.5 | 2 | -7 | -5 | -6 | -11 | -2 | 5.3 | -3 | -5.9
O=C(O)c1cccc(NC(=O)c2cc(NC(=O)c3ccccc3)cc(NC(=O)c3ccccc3)c2)c1 | 0.4 | 0.0 | -5 | -1 | -1 | 3 | 5 | 2 | 0.4 | 0 | -1.7
O=C(NC1(C(F)(F)F)NC(=O)N(CCc2ccccc2)C1=O)C1CC1 (stereo not drawn) | 2.3 | 4.0 | -5 | 26 | -6 | -4 | -12 | -2 | 2.7 | 3 | -1.7
c1cncc(CNc2nc(-c3cccnc3)nc3ccccc23)c1 | -0.6 | -0.7 | 2 | -4 | -6 | 15 | 55 | -8 | 0.1 | 1 | 0.6
CC(C(=O)NCC1CCCCC1)N(C)Cc1cccc(Cl)c1 (stereo not drawn) | 0.8 | 4.9 | 3 | -4 | -7 | -7 | -17 | -2 | 2.1 | 1 | -1.0
CSc1ccc(S(=O)(=O)NCCSC(C)(C)C)cc1 | -1.3 | 2.1 | 9 | 24 | -3 | 5 | 7 | -5 | 0.0 | 3 | 0.8
Cc1c(NC(=O)CSc2ccc(Cl)cc2)c(=O)n(-c2ccccc2)n1C | 2.9 | 0.2 | -10 | -6 | 5 | 1 | 200 | -2 | 2.4 | 2 | 0.2
O=C(CCC1COc2ccccc2O1)NCC1COc2ccccc2O1 (stereo not drawn) | -0.5 | 2.9 | 6 | -7 | 2 | -2 | -3 | -2 | 2.2 | 4 | -1.6
O=C(NC1=NN(c2ccccc2)CC1)Nc1ccccc1F | -1.5 | 1.6 | -10 | -8 | -4 | -8 | 85 | 3 | 0.7 | 3 | 3.1
CN(C)/C(=N\S(=O)(=O)c1ccc(Cl)cc1)c1ccc(F)cc1 | -2.7 | 0.3 | -2 | -3 | 3 | 2 | -9 | 1 | 2.5 | 1 | -2.7
Cc1cccc(Nc2cc(=O)[nH]c(=O)[nH]2)c1C | 0.7 | 2.1 | -3 | 17 | 1 | -7 | -11 | 0 | 1.0 | 8 | /
C=CCOn1c(=O)c(-c2cc3ccccc3o2)[n+]([O-])c2ccccc21 | 0.3 | 1.9 | -4 | -2 | 1 | -6 | 3 | -2 | 0.7 | 6 | -1.3
C[C@@H](NC(=O)[C@@H]1Cc2ccccc2CN1)C(=O)NCc1ccco1 | 0.8 | 1.4 | 0 | -25 | 1 | -9 | 9 | -2 | 3.3 | -5 | -1.7
CC(C)(C)c1nc2scc(-c3cccs3)c2c(=O)o1 | 0.9 | 3.1 | 15 | 15 | 3 | -13 | 0 | 0 | 1.6 | 6 | -2.6

Single records, from the list above. Values in the order: Ecoli viability, AddAB inh, Tat transport, HTR5A inv ctr, PKA-R2B act, PKA-R1A act, Mot1-301 SUMO, DAGLB inhibitor, phage Ecoli inh, HTR5A ag ctr, CDK5 inh
O=C(NC1=NN(c2ccccc2)CC1)Nc1ccccc1F across the screens: -1.5, 1.6, -10, -8, -4, -8, 85, 3, 0.7, 3, 3.1
Cc1c(NC(=O)CSc2ccc(Cl)cc2)c(=O)n(-c2ccccc2)n1C across the screens: 2.9, 0.2, -10, -6, 5, 1, 200, -2, 2.4, 2, 0.2

More entries:
SMILES | Ecoli viability | AddAB inh | Tat transport | HTR5A inv ctr | PKA-R2B act | PKA-R1A act | Mot1-301 SUMO | DAGLB inhibitor | phage Ecoli inh | HTR5A ag ctr | CDK5 inh
COc1ccccc1OCC(=O)N1CCN(C(=O)c2ccco2)CC1 | 4.0 | -2.8 | -2 | -7 | 2 | -3 | 7 | -1 | 2.1 | 0 | -2.0
Cc1ccccc1C(=O)NNC1=NCCC1 | -0.8 | 1.0 | -10 | -9 | -1 | -10 | -2 | -1 | 1.3 | -2 | 1.8
Cc1ccc(C(=O)N/C(=C\c2ccccc2F)c2nc(=S)[nH][nH]2)cc1 | 0.6 | -2.3 | 4 | 9 | 2 | -11 | -16 | -1 | 2.8 | -3 | -0.7
Nc1ccc(N=Nc2ccccc2)c2cccnc12 | -1.9 | -0.8 | -10 | -2 | -5 | 8 | 28 | 37* | 1.5 | 0 | -4.2
Nc1c(NCCC2=CCCCC2)c(=O)[nH]c(=O)n1Cc1ccccc1 | -1.3 | -15 | -6 | 0 | 4 | 6 | -18 | 1 | 1.5 | -3 | -0.7
COc1cccc(-c2cc(C(=O)Nc3ccncc3)c3ccccc3n2)c1 | -0.8 | -1.3 | 3 | -29 | 3 | -5 | -5 | -4 | 0.4 | 14* | 1.1
NC(=O)NC(c1ccccc1)c1ccccc1 | 1.2 | 2.3 | -6 | 3 | 6 | -2 | -11 | -2 | -2.8 | 0 | -1.3
CN(c1ccc(OCC(=O)OCC(=O)Nc2ccc(OC(F)F)cc2)cc1)S(=O)(=O)c1cccs1 | -0.7 | -0.2 | -8 | 3 | 4 | 6 | 4 | -4 | 1.3 | 0 | -0.5
CCN(CC)S(=O)(=O)c1cccc(C(=O)Nc2cc(C)cc(C)c2)c1 | 0.2 | 0.2 | 6 | 17 | -12 | -12 | / | -2 | 1.1 | -3 | -0.7
Cc1cccc(NC(=O)CN2CCN(C(=O)CN3C(=O)NC4(CC(C)CC(C)(C)C4)C3=O)CC2)c1C (stereo not drawn) | / | / | 0 | 7 | 0 | 0 | / | 2 | 2.2 | 4 | -1.4
O=C(CCNC(=O)c1ccccc1Cl)NCCC1=CCCCC1 | -0.3 | -1.3 | -7 | 15 | -2 | -13 | / | 3 | 1.8 | -6 | -1.8
Cc1c(Cl)c([N+](=O)[O-])nn1CC(=O)N1CCN(C23CC4CC(CC(C4)C2)C3)CC1 | -0.1 | 5.1 | 5 | -9 | -1 | 0 | -3 | -1 | 3.3 | 0 | -5.8
Cc1ccccc1C(=O)c1cccn1CC(=O)NCCN1CCN(c2cccc(C)c2C)CC1 | 0.0 | 1.3 | 6 | 0 | 7 | 4 | -2 | -1 | 1.9 | 4 | -0.2
O=C(NCc1ccccc1Cl)c1cnn2cccnc12 | -2.7 | 2.5 | -2 | 13 | -9 | -6 | -2 | -1 | -0.2 | -5 | 0.5
CCCn1c(CNc2ccccc2O)nc2ccccc21 | -0.2 | -1.9 | 18 | -15 | 5 | -2 | -12 | 6 | -1.0 | 5 | -5.3
CC(C)OP(=O)(OC(C)C)C(NC(=O)c1ccccc1)C(N)=O (stereo not drawn) | 1.5 | 1.3 | 7 | -19 | 0 | -23 | 8 | -2 | 2.0 | -2 | -0.2
Cc1ccn2cc(C(=O)Nc3ccc4c(c3)OCCO4)nc2c1 | -2.2 | 2.5 | 9 | 5 | 2 | 0 | 9 | -4 | 3.2 | -2 | 0.5
CCOc1ccc(Cc2noc3c2C(=O)CC(C)(C)C3)cc1OCC | -0.3 | 3.2 | -2 | -3 | -2 | -5 | 273 | -2 | -1.1 | 1 | -1.6
c1ccc(-c2ccnc3nc(N4CCN(c5ccccc5)CC4)nn23)cc1 | -1.2 | 0.5 | 5 | 0 | 2 | 2 | 8 | -2 | 2.7 | 0 | -0.6
CCN1/C(=C2\C(=O)N(c3ccccc3)N=C2C)C=Cc2cc(C)ccc21 | -1.1 | -1.2 | -5 | 10 | 5 | 2 | / | -2 | 3.0 | -4 | -0.6
O=C(Nc1c2c(nc3ccccc13)CCCC2)c1ccccc1Br | -0.1 | 4.2 | 4 | -12 | 0 | 13 | -8 | 1 | 3.8 | 5 | 0.4
Cc1ccsc1C(=O)N1CCC(CO)(Cc2ccccc2)CC1 | -0.8 | -0.3 | -11 | -16 | -8 | -18 | -9 | -1 | 4.5 | 6 | -1.4
COC(=O)c1cc2c(n1S(=O)(=O)c1ccc(C)cc1)C(=O)C(=O)c1[nH]cc(C(=O)OCc3ccccc3)c1-2 | / | / | -4 | -19 | -1 | 1 | / | 12 | / | 5 | 0.0
COc1ccc(CNC(=O)CN2C(=O)NC3(CCCCCC3)C2=O)cc1OC | 2.1 | 4.8 | -1 | 4 | -3 | -1 | -2 | 0 | 7.4 | 0 | -0.7
CCC1(CC)C(=O)C2=C3C1[C@H](C(=O)OC)C=C(C(=O)OC)C[C@H]3[C@H]1C(=O)N(CC(=O)OC)C(=O)[C@H]1[C@H]2C (stereo partly drawn) | 0.0 | 3.0 | 9 | -10 | -11 | -7 | 0 | 2 | 0.3 | 4 | -0.3
O=C(/C=C/c1ccc(Cl)cc1)Nc1ccc(Br)cn1 | -1.2 | 1.6 | 0 | 17 | 2 | 6 | 26 | -2 | -0.9 | 6 | 0.4
COC(=O)CC(NC(=O)Nc1ccc(C)cc1)c1cccc([N+](=O)[O-])c1 (stereo not drawn) | 1.4 | -1.0 | 18 | 10 | -3 | -1 | -3 | -3 | 4.3 | -4 | 3.0
O=C(Nc1ccc2c(c1)OCCO2)c1cc2sccc2n1Cc1ccccc1 | -1.1 | 0.8 | 12 | 11 | -16 | 0 | 39 | -3 | 3.9 | 2 | 1.5
Cc1ccc(S(=O)(=O)c2c(C)cc(C)[nH]c2=O)cc1 | 0.0 | 0.6 | -5 | 0 | -1 | -8 | 295 | -1 | 0.8 | 0 | 2.1
CCOc1nc(Nc2ccc(OC)cc2)nc(OCC)n1 | 0.9 | -2.7 | 16 | -18 | -14 | 4 | -4 | -5 | 3.6 | 4 | 1.4
CCC(=O)Nc1c(C(=O)N2CCCCCC2)cnn1-c1ccc(C)c(C)c1 | 0.5 | 1.7 | 5 | -21 | 4 | 6 | 7 | 1 | 2.0 | -1 | -1.9
CCOc1cc(/C=N/NC(=O)Nc2ccccc2)ccc1O | 3.9 | 3.5 | -2 | -4 | 10 | -5 | 4 | 2 | 4.7 | 2 | -0.9
Cc1oc(=O)c(NC(=O)c2ccccc2)cc1C(C)O (stereo not drawn) | -0.3 | 0.7 | -8 | 0 | -11 | 2 | 182 | -2 | 2.0 | 0 | -0.3
Cc1ccc(C(=O)N/C(=C\c2cccs2)C(=O)N2CCN(C)CC2)cc1C | 1.9 | 4.9 | -2 | 2 | 4 | -20 | -11 | 1 | 2.3 | -2 | 0.1
